Screens as filed in PubChem.
M5 PAM: human M5 muscarinic receptor positive allosteric modulators, primary screen, CHO-K1 cells, Fluo-8 calcium fluorescence | Muscarinic acetylcholine receptor M5 (Homo sapiens), P08912 | CHO-K1 hM5, ACh EC20 PAM; 0% = ACh EC20, 100% = ACh EC100 | activation, % at 3 µM | actives 0.3% (n = 360,000) | AID 624038, 2012;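 active = activation above the run cutoff, the mean activation of all test compounds plus 3 SD, cut at about 18% in these data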
Target sequence (P08912 whole entry, looked up): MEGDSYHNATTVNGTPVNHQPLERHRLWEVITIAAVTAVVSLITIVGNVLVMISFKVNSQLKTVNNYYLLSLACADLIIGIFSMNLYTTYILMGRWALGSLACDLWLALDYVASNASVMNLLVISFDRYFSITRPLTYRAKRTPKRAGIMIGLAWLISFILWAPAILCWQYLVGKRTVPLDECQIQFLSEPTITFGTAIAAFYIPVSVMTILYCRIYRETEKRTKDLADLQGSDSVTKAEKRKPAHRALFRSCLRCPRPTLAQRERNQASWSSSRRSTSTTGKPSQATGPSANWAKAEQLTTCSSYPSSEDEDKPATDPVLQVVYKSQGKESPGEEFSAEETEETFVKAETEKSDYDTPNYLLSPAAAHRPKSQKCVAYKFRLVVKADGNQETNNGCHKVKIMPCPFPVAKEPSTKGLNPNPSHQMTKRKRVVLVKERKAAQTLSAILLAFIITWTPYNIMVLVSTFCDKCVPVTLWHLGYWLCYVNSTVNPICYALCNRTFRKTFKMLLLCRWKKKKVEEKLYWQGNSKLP
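Measured by: Fluo-8 calcium fluorescence; material: human M5 receptor in CHO-K1 cells; schedule: Post-acetylcholine fluorescence recording 140 s; benchmarks: low control EC20 acetylcholine (0%), high control EC100 acetylcholine (100%); read-out: Max/basal fluorescence ratio as % of EC20–EC100 ACh window; compound: single dose, 3 µM nominal final test concentration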
CHRM5 antagonist: human M5 muscarinic receptor antagonists, primary screen, CHO cells, Fluo-8 calcium fluorescence. actives 0.59% (n = 360,000). Muscarinic acetylcholine receptor M5 (Homo sapiens), P08912. CHO-hM5 cells, ACh EC80. inhibition, % at 3 µM;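 active = inhibition above a per-plate cutoff, the mean of that plate's test compounds plus 3 SD, cut at about 27% in these data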;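 note: 0% = acetylcholine EC80 with DMSO and 100% = DMSO without agonist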
CRFR2-BP ag: agonists of CRF-BP/CRF-R2 complex, primary screen, cell-based, HEK293, calcium dye fluorescence, uHTS. actives 0.46% (n = 350,000). AID 588473, 2011. calcium dye fluorescence (FLIPR); percent of saturating CRF peptide response. CRF-binding protein / CRF receptor 2 complex (human). activation, % at 13.2 µM;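 active = activation of at least 50%, plus an integration ratio under a set limit after plate pattern correction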;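 note: plate controls were neutral control wells without compound for no effect and CRF at EC100 for full effect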
M5 ag: human M5 muscarinic receptor agonists, primary screen, CHO-K1 cells, Fluo-8 calcium fluorescence; CHO-K1 hM5 cells; 0% DMSO wells, 100% maximal acetylcholine response; Muscarinic acetylcholine receptor M5 (Homo sapiens), P08912; actives 0.19% (n = 360,000); AID 624037, 2012; activation, % at 3 µM;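 active = activation above the run's mean over test compounds plus 3 SD, cut at about 23% in these data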;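 note: signal is peak over basal fluorescence ratio across the kinetic read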
IDE cell inh: human IDE inhibitors in live cells, primary screen, fluorescence polarization, HEK cells, FAbetaB substrate; Insulin-degrading enzyme (Homo sapiens), P14735; FAbetaB cleavage; inhibition, % at 5.59 µM; actives 0.41% (n = 320,000); AID 434962, 2010;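 active = percent inhibition above the average of all tested compounds plus 3 SD, set per screening campaign, cut at about 16% in these data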;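 note: IDE supplied by intact live HEK cells; FP after avidin binding of uncleaved biotin substrate so inhibition keeps polarization high; 0% = DMSO wells and 100% = 60 µM reference IDE inhibitor Ii1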
CRFR2-BP antag: antagonists of CRF-BP/CRF-R2 complex, primary screen, cell-based, HEK293, calcium dye fluorescence, uHTS; AID 588475, 2011; CRF-induced calcium fluorescence; inhibition, % at 11.8 µM; actives 0.59% (n = 350,000);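 active = inhibition of the ligand-induced calcium signal above about 50% at the single tested concentration, limit read from the data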
M4 ag: human M4 muscarinic receptor agonists, primary screen, CHO-K1 cells, Fluo-8 calcium fluorescence | Muscarinic acetylcholine receptor M4 (Homo sapiens), P08173 | CHO-K1 hM4/Gqi5; vehicle 0%, full acetylcholine response 100% | AID 624127, 2012 | actives 0.14% (n = 360,000) | activation, % at 3 µM;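 active = activation above the run mean over all test wells plus 3 SD, cut at about 32% in these data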;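 note: peak over basal fluorescence ratio per well then scaled between controls; 0% = DMSO wells and 100% = acetylcholine at EC100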
Target sequence (P08173 whole entry, looked up): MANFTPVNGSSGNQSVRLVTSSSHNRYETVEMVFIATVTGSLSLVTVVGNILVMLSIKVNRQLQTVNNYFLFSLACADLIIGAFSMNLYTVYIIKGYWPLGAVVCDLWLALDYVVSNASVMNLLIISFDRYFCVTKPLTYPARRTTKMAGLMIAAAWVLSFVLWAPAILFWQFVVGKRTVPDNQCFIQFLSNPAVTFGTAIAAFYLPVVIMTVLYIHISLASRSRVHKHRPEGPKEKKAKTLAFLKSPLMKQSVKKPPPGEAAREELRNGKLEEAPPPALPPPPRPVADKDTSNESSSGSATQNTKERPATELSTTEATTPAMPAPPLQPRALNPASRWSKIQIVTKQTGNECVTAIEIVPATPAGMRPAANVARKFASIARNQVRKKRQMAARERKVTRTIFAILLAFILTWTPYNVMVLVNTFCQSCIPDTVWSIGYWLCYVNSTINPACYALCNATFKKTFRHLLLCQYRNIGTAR
M4 antag: human M4 muscarinic receptor antagonists, primary screen, CHO cells, Fluo-8 calcium fluorescence. Muscarinic acetylcholine receptor M4 (Homo sapiens), P08173. CHO-hM4 cells, ACh EC80. inhibition, % at 3 µM. actives 0.73% (n = 360,000);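 active = inhibition above its plate's cutoff, the mean inhibition of sample wells plus 3 SD, cut at about 27% in these data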;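 note: 0% = acetylcholine EC80 with DMSO and 100% = DMSO without agonist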
CHRM4 PAM: human M4 muscarinic receptor positive allosteric modulators, primary screen, CHO-K1 cells, Fluo-8 calcium fluorescence; CHO-K1 hM4/Gqi5, ACh EC20; 0% = ACh EC20, 100% = maximal ACh; activation, % at 3 µM; actives 0.4% (n = 360,000); AID 624126, 2012;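 active = activation above its plate's cutoff, the mean activation of sample wells plus 3 SD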; note: some results filed as inactive read as strong as hits
Active calls of the source: *; x = not tested or not shown. Some of the compounds tested, so the mix of outcomes need not match the whole.

SMILES	M5 PAM	CHRM5 antagonist	CRFR2-BP ag	M5 ag	IDE cell inh	CRFR2-BP antag	M4 ag	M4 antag	CHRM4 PAM
c1cc2c(cc1N1CCCCC1)C1CC2CCN1 (stereo not drawn)	0	0	-3.9	-3	x	-25	0	-7	1
Cn1cc(C(=O)N2CCCCC2)c2ccccc21	3	3	-1.1	1	-4	-2	1	-1	2
Cc1nc2cc([N+](=O)[O-])ccc2c(=O)n1-c1cccc(Br)c1	0	1	-3.9	3	-2	11	5	3	1
CN1C(=O)C(=Cc2ccccc2OCCOc2ccc([N+](=O)[O-])cc2)C(=O)N(C)C1=O	4	4	-1.1	0	0	-3	3	-2	-6
C[C@]12CC[C@H](O)CC1=CCC1C2CC[C@@]2(C)C1C[C@@H](O)[C@@H]2O (stereo partly drawn)	-5	2	0.6	3	-1	1	8	-5	0
CN1C(=O)C(=Cc2ccc(N3CCOCC3)o2)C(=O)N(C)C1=S	-2	0	239*	0	0	-201	1	8	-2
O=C(CSC1c2ccccc2-c2ccccc21)N/N=C/c1ccccc1O	8	-12	6.0	1	3	-68	5	6	-6
CN1CCN(c2cc(N3CCNCC3)ccc2[N+](=O)[O-])CC1	0	-6	-3.8	-3	3	19	1	-4	2
CC(=O)O[C@@H]1[C@H]2CC[C@@H]3[C@]1(C[C@@H](OC(C)=O)[C@@]1(O)C([C@@H]4O[C@@H]4C1(C)C)[C@]3(C)O)C[C@@]2(C)O (stereo partly drawn)	-1	17	-1.6	-3	4	22	3	-4	7
CCOP(=O)(OCC)C(O)c1cccc([N+](=O)[O-])c1 (stereo not drawn)	3	8	0.0	-1	-4	-1	1	-2	8
CN1CCN(c2ccc(C(N)=O)cc2N)CC1	11	-1	-0.5	-4	-1	-3	0	8	5
COc1ccc2[nH]cc(C(=O)CN(C)C)c2c1	5	-3	-0.3	1	0	11	2	-8	7
COc1cccc(-c2cc(C(F)(F)F)n3nc(C(=O)N4CCC5(CC4)OCCO5)cc3n2)c1	0	4	-1.2	2	4	-13	2	6	-4
CCOC(=O)c1c(C)n(Cc2ccccc2)c2ccc(OCC(O)CN3C(=O)CNC3=O)cc12 (stereo not drawn)	-5	0	-2.9	2	6	-12	5	8	-9
CCOc1ccc(C2CC(c3c(O)n(C)c(=O)n(C)c3=O)=NN2)cc1 (stereo not drawn)	-1	14	-0.3	-1	7	10	0	14	-6
C[C@]12CCC3C(CCC4=C/C(=N/OCC(=O)NC(CCC(N)=O)C(=O)O)CC[C@@]43C)C1CCC2O (stereo partly drawn)	-4	0	2.6	-2	0	-20	0	5	-11
Cc1ccccc1-n1c(O)c(C=Nc2ccc3c(c2)OCO3)c(=O)[nH]c1=O	-10	10	-2.9	6	5	-10	17	7	0
C=CCN1C(=O)NC(=O)/C(=C/c2ccc(OC)c(COc3ccc(NC(C)=O)cc3)c2)C1=O	4	-1	-2.3	0	2	14	2	-6	3
O=C1C2CCCC1C(N1CCCC1)CC2 (stereo not drawn)	0	-6	1.1	-2	0	-11	1	-4	-4
Cc1ccc(-n2nc(C)c3c2NC(=O)CSC3c2ccc3c(c2)OCO3)cc1 (stereo not drawn)	-4	-9	-0.9	-2	0	0	1	-5	3

Rewritten bar-delimited: part of the list above
Molecule | M5 PAM | CHRM5 antagonist | CRFR2-BP ag | M5 ag | IDE cell inh | CRFR2-BP antag | M4 ag | M4 antag | CHRM4 PAM
CC(=O)O[C@@H]1[C@H]2CC[C@@H]3[C@]1(C[C@@H](OC(C)=O)[C@@]1(O)C([C@@H]4O[C@@H]4C1(C)C)[C@]3(C)O)C[C@@]2(C)O (stereo partly drawn) | -1 | 17 | -1.6 | -3 | 4 | 22 | 3 | -4 | 7
CCOP(=O)(OCC)C(O)c1cccc([N+](=O)[O-])c1 (stereo not drawn) | 3 | 8 | 0.0 | -1 | -4 | -1 | 1 | -2 | 8
CN1CCN(c2ccc(C(N)=O)cc2N)CC1 | 11 | -1 | -0.5 | -4 | -1 | -3 | 0 | 8 | 5
COc1ccc2[nH]cc(C(=O)CN(C)C)c2c1 | 5 | -3 | -0.3 | 1 | 0 | 11 | 2 | -8 | 7
COc1cccc(-c2cc(C(F)(F)F)n3nc(C(=O)N4CCC5(CC4)OCCO5)cc3n2)c1 | 0 | 4 | -1.2 | 2 | 4 | -13 | 2 | 6 | -4
CCOC(=O)c1c(C)n(Cc2ccccc2)c2ccc(OCC(O)CN3C(=O)CNC3=O)cc12 (stereo not drawn) | -5 | 0 | -2.9 | 2 | 6 | -12 | 5 | 8 | -9
CCOc1ccc(C2CC(c3c(O)n(C)c(=O)n(C)c3=O)=NN2)cc1 (stereo not drawn) | -1 | 14 | -0.3 | -1 | 7 | 10 | 0 | 14 | -6
C[C@]12CCC3C(CCC4=C/C(=N/OCC(=O)NC(CCC(N)=O)C(=O)O)CC[C@@]43C)C1CCC2O (stereo partly drawn) | -4 | 0 | 2.6 | -2 | 0 | -20 | 0 | 5 | -11
Cc1ccccc1-n1c(O)c(C=Nc2ccc3c(c2)OCO3)c(=O)[nH]c1=O | -10 | 10 | -2.9 | 6 | 5 | -10 | 17 | 7 | 0
C=CCN1C(=O)NC(=O)/C(=C/c2ccc(OC)c(COc3ccc(NC(C)=O)cc3)c2)C1=O | 4 | -1 | -2.3 | 0 | 2 | 14 | 2 | -6 | 3
O=C1C2CCCC1C(N1CCCC1)CC2 (stereo not drawn) | 0 | -6 | 1.1 | -2 | 0 | -11 | 1 | -4 | -4
Cc1ccc(-n2nc(C)c3c2NC(=O)CSC3c2ccc3c(c2)OCO3)cc1 (stereo not drawn) | -4 | -9 | -0.9 | -2 | 0 | 0 | 1 | -5 | 3

The results go on.
SMILES	M5 PAM	CHRM5 antagonist	CRFR2-BP ag	M5 ag	IDE cell inh	CRFR2-BP antag	M4 ag	M4 antag	CHRM4 PAM
Cc1cccc(NP(=O)(Oc2ccccc2)Oc2ccccc2)c1C	-11	-5	0.0	1	0	21	20	0	-12
COc1ccc(Br)cc1CNCCc1ccc2c(c1)OCO2	-11	15	-2.1	-14	-3	8	2	5	-16
C[N+]1(C)[C@@H]2CC[C@H]1CC(OC(=O)C(c1ccccc1)c1ccccc1)C2 (stereo partly drawn)	-17	99*	0.6	-3	4	14	16	99*	-18
c1ccc(N2[C@@H]3CC[C@H]2c2ccccc2C3)cc1	-5	0	-1.0	0	x	18	-2	-17	2
CCN1C(=O)NC(=O)/C(=C\c2cn(CC(=O)N3CCCCC3)c3ccccc23)C1=O	9	-11	2.8	-2	2	1	4	-39	18
CC(C)CC1(CCc2ccccc2)C(=O)NC(=O)NC1=O	5	9	0.9	-1	x	-13	0	-5	3
CCOc1ccc(-n2c(O)c(C=NCCN(CC)CC)c(=O)[nH]c2=O)cc1	2	-6	-0.5	2	2	-4	0	3	10
CCN(CC)C(=O)c1ccc(NC(=O)COc2ccccc2F)cc1	-2	2	0.0	-1	-3	8	2	-1	2
O=c1[nH]c2ccccc2n1C1CCN(C(c2ccccc2OC(F)(F)F)c2nnnn2Cc2ccccc2)CC1 (stereo not drawn)	-11	10	x	2	x	x	9	9	-5
CC1=NCCc2c1[nH]c1cc(O)ccc21	-3	1	220*	3	-28	-209	26	14	-12
O=P(OCC(F)(F)C(F)F)(N1CCOCC1)N1CCOCC1	3	2	2.2	0	-5	1	0	1	0
CN1C(=O)C(=Cc2ccc(SC3CCCCC3)o2)C(=O)N(C)C1=O	6	2	18	-1	-3	-51	0	13	-1
O=C(CSC1c2ccccc2-c2ccccc21)N/N=C/c1ccc(C(=O)O)cc1	-3	8	0.2	-1	9	12	1	6	1
O=C(c1cc2cc(F)ccc2[nH]1)N1CCC2(CC1)OCCO2	-2	1	1.1	1	3	-1	1	-12	-2
CC(=O)NCC1=C(c2ccc3ccccc3c2)C[C@@H]2CC[C@H]1N2Cc1ccco1	1	-1	-2.9	-1	x	1	1	-14	5
O=c1c2ccccc2nc(/C=C\c2ccccc2[N+](=O)[O-])n1-c1ccccc1O	-19	13	1.6	1	0	-16	13	16	-19
O=C(COc1ccccc1)N1CCN(CCN2C(=O)c3cccc4cccc(c34)C2=O)CC1	-4	12	-5.3	0	2	-19	2	-6	3
Brc1ccccc1CNCCc1ccc2c(c1)OCO2	-8	6	-2.4	-7	3	44	0	3	-8
CC(=O)c1c(C)n(Cc2ccccc2Cl)c2ccc(O)cc12	-10	-8	-3.5	-4	0	-12	2	8	-9
CC(C)C1CN1CC(O)Cn1ccnc1[N+](=O)[O-] (stereo not drawn)	0	-3	x	0	x	x	1	-6	6
COC(=O)C1=C(c2ccc(OC)c(OC)c2)C[C@@H]2CC[C@H]1N2C(=O)N1CCC(C)CC1	17	-5	-2.0	3	4	3	0	-9	8
CSCCC(c1nnnn1-c1c(C)cccc1C)N1CCC2(CC1)C(=O)NCN2c1ccccc1 (stereo not drawn)	5	8	x	5	x	x	3	-2	1
COc1ccc(P2(=O)Nc3ccccc3N2)cc1	8	-3	4.1	-2	0	-4	4	-16	-3
CC1(C)C2CC=C(CN3CCOCC3)C1C2 (stereo not drawn)	3	-4	1.6	-4	3	-9	0	2	0
Cc1cc(OCC(=O)NC(Cc2ccc(Cl)cc2)C(=O)O)c2c3c(c(=O)oc2c1)CCC3 (stereo not drawn)	-3	6	-1.6	2	2	1	1	-7	3
O=C1CC=C2C3CC4N(CCC45c4cc(O)c(O)cc4N1C25)CC3=CCBr (stereo not drawn)	-3	7	-0.5	1	x	12	1	-2	-2
CNC(=O)OCCc1nccn1C	-2	2	1.5	-5	6	22	1	-4	1
O=c1[nH]c(=S)[nH]c(O)c1N=Nc1ccc(S(=O)(=O)N2CCOCC2)cc1	7	-15	-3.5	-4	-1	2	0	-22	1
O=C(NC1CC2CCCC(C1)N2)c1ccccc1 (stereo not drawn)	-2	3	-0.6	-19	-2	1	1	10	-10
CC(C)CN1Cc2cc(-c3ccccc3)ccc2-n2nncc2C1	0	1	x	1	x	x	0	-5	5
CC(=O)OC1(c2ccccc2)CC(C(C)(C)C)CN(C(C)(C)C)C1 (stereo not drawn)	-7	9	-0.9	0	1	-6	1	3	-2
O=C1CC(N2CCC(n3c(=O)[nH]c4ccccc43)CC2)C(=O)N1Cc1ccccc1 (stereo not drawn)	-7	-6	-0.3	4	-2	1	9	7	5
CCCCn1c(O)c(C(C)=NCCN2CCCCC2)c(=O)[nH]c1=O	6	-3	-1.0	-2	8	-1	0	-9	4
NCCCCCC(=O)OC1N=C(c2ccccc2Cl)c2cc(Br)ccc2NC1=O (stereo not drawn)	0	6	5.9	-8	-8	-18	3	-3	-1
COc1ccc(CCN)cc1S(N)(=O)=O	0	-10	x	2	x	x	2	-4	-1
